# NFkB transloc pot = enhances IL-1B driven NFkB nuclear translocation; HUVEC IL-1B NFkB p65 nuclear translocation imaging; activation, % at 2 µM; hit rate 0.3% among 94,000; AID 819;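 active = activation above 40%, about the mean plus 3 SD, also judged a hit on visual image review; inconclusive = activation above 40% but not a hit on visual review; inactive = activation not above 40% and no visual hit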;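 also: percent activation is computed from the nuclear over cytoplasmic p65 intensity ratio; values of inactives mirror those of a sister screen read the other way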
# NFkB transloc inh = blocks IL-1B driven NFkB nuclear translocation in HUVEC cells | HUVEC IL-1B NFkB p65 nuclear translocation imaging | inhibition, % at 2 µM | hit rate 0.43% among 94,000 | AID 796;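 active = inhibition above about 30% together with a positive call from visual inspection of the well image, limit read from the data; inconclusive = inhibition above a set limit but visual check negative; inactive = inhibition not above a set limit, visual check negative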;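 also: nuclear over cytoplasmic p65 intensity ratio measured by imaging; 0% = IL-1B stimulated DMSO wells and 100% = unstimulated DMSO wells; values of inactives mirror those of a sister screen read the other way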
# Bcl-B displacement = displacers of TR3 peptide from Bcl-B, primary screen, selectivity assay for Bfl-1 inhibitor project, biochemical, fluorescence polarization | FP displacement of FITC-TR3 peptide from Bcl-B; higher % means a stronger effect | one-dose displacement, % at 20 µM; IC50 in µM for titrated hits | hit rate 0.11% among 96,000 | AID 748;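 active = displacement above 50% at 20 µM plus a fluorescence interference ratio under 1.5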;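 also: plate controls were wells without compound for no effect and wells lacking Bcl-B protein for full effect; a part of the inactive calls stands beside numbers as strong as those of hits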
# MRP reversal = compounds reversing MRP-mediated drug resistance | H69AR cells + 2 uM doxorubicin, CellTiter-Glo, 72 h | differential viability (reversal), % at 10 µM | hit rate 0.04% among 85,000;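 active = viability drop by adding the cancer drug above about 55%, with treated viability meeting a 40% cutoff, limit read from the data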;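 also: viability without doxorubicin minus viability with 2 µM doxorubicin for each compound; larger differential means the compound sensitizes cells more to doxorubicin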
# PLAP inhibition = inhibition of human placental alkaline phosphatase – biochemical, luminescence, HTS (AID 690) | hit rate 0.08% among 96,000 | purified PLAP, luminescent substrate; higher % means a stronger effect | inhibition, % at 20 µM, or IC50 in µM where a hit was titrated; in the data active = a potency from the dose series; inactive = the rest, 99 in 100 with inhibition below about 30%; also: strong numbers were not always called active
# MRP reversal cytotoxicity = second read-out of MRP reversal, no call of its own (marks repeat the call); viability, %; H69AR cells, CellTiter-Glo, 72 h; measured here: cytotoxicity without doxorubicin
# MRP reversal with doxorubicin = recorded beside MRP reversal, whose call it bears; viability, %; measured here: viability with 2 uM doxorubicin; hits give low values
# NFkB transloc inh cell count 2 µM = second read-out of NFkB transloc inh, no call of its own (marks repeat the call); cell count; measured here: cells passing quality filter;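 raw number of nuclei counted in each imaged well without normalization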
# NFkB transloc pot cell count 2 µM = also measured in NFkB transloc pot; calls as there; cell count; measured here: cells passing quality filter
# * hit, by the source's call; ? = inconclusive; / = not tested or not shown. These rows are one share of the data (hit frequency here may not be typical).
SMILES	NFkB transloc pot	NFkB transloc pot cell count 2 µM	NFkB transloc inh	NFkB transloc inh cell count 2 µM	Bcl-B displacement	MRP reversal	MRP reversal cytotoxicity	MRP reversal with doxorubicin	PLAP inhibition
CNC(=S)NC1CC2CCC(C1)N2Cc1ccccc1 (configuration not stated)	3	176	-3	176	3%	/	/	/	-6%
COc1ccc(NC(=O)C(c2ccc(OC)cc2)N(C)C(=O)c2cnccn2)cc1 (configuration not stated)	/	/	/	/	-7%	-11	79	90	-62%
O=S(=O)(NCc1cc(-c2ccccc2Cl)no1)c1ccc(Cl)cc1	-2	129	2	129	3%	/	/	/	29%
O=C(/C=C/c1ccccc1F)c1ccoc1	-10	103	10	103	9%	/	/	/	-1%
COc1ccc(S(=O)(=O)Cc2ccc(C(=O)NCc3ccc(F)cc3)o2)cc1	-1	55	1	55	10%	5	92	87	12%
CCCc1cc(=O)[nH]c(SCC(=O)c2ccc(S(=O)(=O)N3CCCC3)cc2)n1	4	213	-4	213	0%	-19	49	68	-22%
Cc1ccc2cc3c(NC(=O)c4cccnc4)nn(C)c3nc2c1	/	/	/	/	9%	15	73	58	-7%
Cc1ccc(-c2ccc(CCC(=O)O)o2)cc1	2	161	-2	161	-10%	15	104	90	-3%
Nc1nnc(SCC(=O)N2CCN(c3ccccc3)CC2)s1	-18	159	18	159	-2%	16	96	80	-5%
CCCNS(=O)(=O)c1ccc(CCC(=O)NCc2ccco2)cc1	-3	163	3	163	1%	3	83	80	-14%
CC(=O)c1c(N2CCN(C(=O)C3CCCO3)CC2)nc(=S)n(-c2ccccc2)c1C (configuration not stated)	8	170	-8	170	-3%	-13	79	91	-26%
O=C(CN1CCN(c2ccccn2)CC1)Nc1ccc(OCc2ccccc2)cc1	-6	106	6	106	3%	-6	88	94	-35%
Cc1c(Cl)c([N+](=O)[O-])nn1CC(=O)NCc1ccco1	0	86	0	86	-13%	/	/	/	17%
Cn1c(-c2sc3ccccc3c2Cl)n[nH]c1=S	10	121	-10	121	7%	13	83	71	-54%
Cc1ccc(S(=O)(=O)N2CCCC2)cc1C(=O)O	4	146	-4	146	28%	/	/	/	-32%
COC(=O)c1sccc1NC(=O)c1ccc(Br)o1	-3	111	3	111	2%	-10	40	51	12%
COc1ccc(-c2noc(Cc3cccs3)n2)cc1	4	144	-4	144	-10%	32	111	79	36%
COC(=O)C1=C(N)Oc2cc(C)n(CCCn3ccnc3)c(=O)c2C1c1ccc(Cl)cc1 (configuration not stated)	-6	115	6	115	-13%	8	79	71	-56%
Clc1ccccc1Oc1cnc2ccccc2n1	-3	196	3	196	-11%	/	/	/	2%
Cc1cc(C)c(S(=O)(=O)c2ccccc2)c(OC(=O)c2ccc(Cl)cc2Cl)n1	5	149	-5	149	19%	-1	93	93	11%
Cc1cc(N2CCCCC2)nc(N2CCOCC2)n1	-14	41	14	41	0%	13	93	79	-3%
Cc1cc(C)n(CC(=O)O)n1	-3	155	2	155	/	2	90	88	/
CC(C)C(=O)Nc1cc2c(cc1C(=O)c1ccccc1)OCCO2	-1	155	1	155	-5%	6	83	77	-2%
CCCn1c(NCc2cccs2)nc2ccccc21	0	198	0	198	7%	12	96	84	24%
O=S1(=O)CCN(Cc2ccccc2Cl)CC1	-4	170	4	170	-2%	/	/	/	19%
CCN(CC)C(=O)c1n[nH]c(=O)c2ccccc12	17	125	-17	125	-6%	8	86	77	-4%
CC(C)(C)C(=O)Nc1cc2nn(-c3ccccc3)nc2cc1Cl	13	107	-13	107	-2%	-16	52	68	-2%
Cc1cc(-c2nsc(=O)o2)c(S(C)(=O)=O)s1	/	/	/	/	0%	16	86	70	16%
CC1(C)Cc2c(ccc3ccccc23)C(=O)N1	2	160	-2	160	4%	24	95	71	0%
CCOc1ccc(N2CCCCn3c2nc2c3c(=O)[nH]c(=O)n2C)cc1	/	/	/	/	-2%	11	98	87	6%
COC(=O)c1sccc1NC(=O)c1csc2c1CCCC2	-1	148	1	148	-6%	6	86	80	-42%
Cc1ccc(C(=O)CN(C(=O)c2ccc(Cl)c(Cl)c2)N2C(=O)C3CCCCC3C2=O)cc1 (configuration not stated)	2	143	-2	143	6%	1	69	68	-10%
O=C(Nc1ccc(-c2nnc(-c3ccccc3)o2)cc1)c1ccc(Br)o1	13	161	-12	161	/	-3	40	43	/
COCCN1CCn2c(nc3cc(NC(=O)c4cccs4)ccc32)C1	-4	133	4	133	5%	0	67	67	-4%
O=C(NC1CC1)c1ccc(CSCc2cccc(F)c2)o1	3	172	-3	172	-4%	9	97	88	-1%
NC[C@@]12CCCC1C1CCC2C1 (some centres not stated)	/	/	/	/	0%	-14	87	101	22%
COc1ccc(CNCC(O)COCc2cccs2)cc1 (configuration not stated)	/	/	/	/	0%	0	96	96	15%
C=CCn1c(N)c(C(=O)NCc2ccco2)sc1=S	20	117	-20	117	-3%	-7	78	85	12%
Cc1ccc2c(c1)C1(C(=O)N2C)N2CC3(C)CN1CC(C)(C2)C3=O (configuration not stated)	/	/	/	/	1%	-7	84	91	9%
COc1ccc(S(=O)(=O)N2CCCC2)c(C)c1C	/	/	/	/	13%	4	88	84	6%
Cc1cc(C)n(-c2ccc(C(=O)C(C#N)c3nc4ccccc4n3C)cc2)n1 (configuration not stated)	6	176	-6	176	-1%	-4	66	71	-16%
CC1=CC(c2ccc(Cl)cc2)n2nc(N3C(=O)CCC3=O)nc2N1 (configuration not stated)	25	115	-25	115	/	7	101	94	/
COc1nc(NCC(C)C)nc(Oc2ccc(OCc3ccccc3)nn2)n1	-5	171	5	171	-5%	-12	77	89	8%
O=C(O)CCc1ccc(-c2ccc(Cl)cc2)n1CC(=O)O	-8	102	8	102	26%	14	109	95	-17%
CC1CSc2nc3sc4c(c3c(=O)n21)CCCC4 (configuration not stated)	7	174	-7	174	-9%	14	97	84	-4%
COc1ccccc1-n1c(SCC(N)=O)nc2c(c1=O)SCC2	-12	67	12	67	8%	-2	94	96	-2%
CC(=O)c1ccc(CCCC(=O)O)cc1	-13	146	13	146	-11%	-3	98	101	5%
CCn1c(SCC(=O)Nc2nccs2)nnc1-c1cc2cccc(OC)c2o1	/	/	/	/	1%	-6	96	102	6%
COCCNC(=O)c1cc(-c2cccc(OC)c2)on1	-2	145	2	145	5%	/	/	/	-11%
C=CCn1c(N)c(C(=O)NCCC2=CCCCC2)sc1=S	-7	128	7	128	-1%	15	92	77	-8%
CN(C(=O)c1cc2n(n1)C(C(F)(F)F)CC(c1ccco1)N2)c1ccccc1 (configuration not stated)	13	92	-13	92	-4%	-30	58	88	-62%
COc1ccc(OCC(=O)Nc2ccc(N3CCOCC3)cc2)cc1	/	/	/	/	1%	13	85	73	-1%
FC(F)(F)c1cccc(N2CCc3cn[nH]c32)c1	10	97	-10	97	3%	12	85	73	1%
Cc1cc([N+](=O)[O-])nn1CC(=O)NNC(=S)Nc1ccc([N+](=O)[O-])cc1	27	179	-27	179	8%	/	/	/	-8%
CC(C)NC(NC(=O)Cc1ccccc1)C(Cl)(Cl)Cl (configuration not stated)	-1	113	1	113	5%	/	/	/	-7%
Cc1ccc2[nH]c(=O)c(C(c3nnnn3C3CCCC3)N3CCCc4ccccc43)cc2c1 (configuration not stated)	-3	159	3	159	/	-20	65	84	/
Oc1ccc(Cl)cc1/C=N/c1nccs1	9	203	-9	203	-8%	-9	82	92	-32%
O=C(Cn1c(O)c(/C=C2\C=Nc3ccccc32)sc1=O)Nc1ccc2c(c1)OCO2	/	/	/	/	8%	/	/	/	3%
COc1ccc2cc(CN(Cc3ccco3)C(c3nnnn3C3CCCCC3)C(C)C)c(=O)[nH]c2c1 (configuration not stated)	1	168	-1	168	-2%	-6	65	71	18%
COc1cc(C)nc(N2CCCC(C(=O)NCC(C)C)C2)n1 (configuration not stated)	-3	180	2	180	/	-2	101	103	/

# (list continues)
SMILES	NFkB transloc pot	NFkB transloc pot cell count 2 µM	NFkB transloc inh	NFkB transloc inh cell count 2 µM	Bcl-B displacement	MRP reversal	MRP reversal cytotoxicity	MRP reversal with doxorubicin	PLAP inhibition
Cc1ccc(CS(=O)(=O)CCC(=O)NCc2ccc3c(c2)OCO3)cc1	16	189	-16	189	-7%	-3	94	98	-5%
Cc1cc(C(=O)O)c(=O)[nH]c1C	0	122	0	122	12%	-3	109	111	-1%
O=C(OCc1cnc(Cl)s1)c1cccc(Cl)c1Cl	14	168	-14	168	-6%	/	/	/	7%
COc1cc(OC)cc(C(=O)NCC(=O)OC2CCOC2=O)c1 (configuration not stated)	12	110	-12	110	0%	/	/	/	-5%
Cc1ccc(/C=C2\SC(=S)N(Cc3ccccc3)C2=O)o1	-12	174	12	174	-36%	/	/	/	-12%
CN(C(=O)c1ccco1)c1nc(CC(=O)Nc2ccccc2)cs1	-4	146	4	146	/	13	87	74	/
COC(=O)c1c(NC(=O)CSc2nnnn2-c2ccccc2)sc2c1CCCC2	?	/	-54	195	6%	-1	83	85	-16%
C/C(=C\c1ccccc1)C(=O)n1nnc2ccccc21	3	197	-2	197	2%	/	/	/	5%
Cc1cc(NC(=O)CSc2nnc(Cc3ccccc3)o2)no1	24	137	-24	137	-6%	17	97	80	-21%
Cn1c(SCc2ccc(C#N)cc2)nnc1-c1cccc(Cl)c1	-14	94	14	94	-5%	0	82	82	-5%
CCN(CCO)Cc1cn[nH]c1-c1ccc(C)c(C)c1	-8	122	8	122	-9%	9	91	82	-18%
CCOC(=O)Cn1nc(C)c2c1CCCC2=O	3	160	-3	160	12%	2	103	101	-8%

# Only NFkB transloc pot cell count 2 µM, for some of the entries so far:
canonical_smiles | NFkB transloc pot cell count 2 µM
COc1ccc2cc(CN(Cc3ccco3)C(c3nnnn3C3CCCCC3)C(C)C)c(=O)[nH]c2c1 (configuration not stated) | 168
COc1cc(C)nc(N2CCCC(C(=O)NCC(C)C)C2)n1 (configuration not stated) | 180
Cc1ccc(CS(=O)(=O)CCC(=O)NCc2ccc3c(c2)OCO3)cc1 | 189

# Following part.
SMILES	NFkB transloc pot	NFkB transloc pot cell count 2 µM	NFkB transloc inh	NFkB transloc inh cell count 2 µM	Bcl-B displacement	MRP reversal	MRP reversal cytotoxicity	MRP reversal with doxorubicin	PLAP inhibition
Cc1c(C(=O)N2CCCC2)sc(NC(=O)c2cccc(Cl)c2)c1C#N	-2	56	-8	147	8%	13	90	77	-3%
O=C(Nc1c(F)cc(F)cc1Br)c1cc2nc(C(F)F)cc(C(F)F)n2n1	23	112	-23	112	-3%	12	80	68	-13%
CCCCNC(=O)CCCn1c(=S)[nH]c2cc3c(cc2c1=O)OCO3	-3	86	3	86	3%	7	88	81	-5%
O=C(CSc1nnc(Cc2ccc3c(c2)OCO3)n1C1CCCCC1)NC1CCCC1	-11	90	11	90	/	-15	84	99	/
NNC(=O)CN1C(c2cccc(Cl)c2)=Nc2ccc(Br)cc2C1c1ccccc1 (configuration not stated)	-7	150	7	150	-6%	/	/	/	-15%
COc1ccc(C(=O)COC(=O)CCCn2c(=O)oc3ccccc32)cc1	-7	164	7	164	-3%	8	99	91	/
O=C1CC(=Nc2ccccc2)NN1c1ccccc1	3	146	-3	146	-2%	/	/	/	-27%
O=C(C[n+]1ccc(C(=O)N/N=C/c2ccc(OCc3ccccc3)cc2)cc1)c1ccccc1	34	184	-34	184	47%	-20	68	88	42%
Cc1ccc2c(CC(=O)Nc3ccc(N4CCN(C)CC4)cc3C)coc2c1	/	/	/	/	9%	-16	22	38	-47%

# High-throughput results (PubChem)
